EPAC2 ag = EPAC2 (human) agonism; EPAC2 activation, biochemical qHTS; response scale: 100% = 6.5 mM cAMP response; 360,000 tested, 0.079% active; Q8WZA2; Potency, µM (series often up to 154 µM), for inactives: at the highest dose activation, most hits filed as activators; note: nearly all actives have a fitted effect of over 50% in size
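Nucleotide exchange monitored as fluorescence drop when BODIPY-GDP leaves Rap1B. Reaction: 100 nM EPAC2, 250 nM RAP1B-BODIPY-GDP, 50 uM GDP, room temperature, kinetic read over 30 min. Activity expressed relative to 6.5 mM cAMP.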
FUS suppressor = rescues growth of FUS-expressing yeast; S. cerevisiae FUS-expressing, growth rescue, OD600, 24 h; Potency, µM (highest dose often 76.6 µM), inactives show at the top dose growth rescue (activation), usual class: activators; 390,000 tested, 0.24% active; AID 1347120;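 note: plate controls were DMSO vehicle for no effect and reference control for full effect; nearly all actives have a fitted effect of over 55% in size; some results filed as inactive show a strong effect at the top dose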
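Read-out: OD at 600 nm after 24hr at 30C, reporting rescue of FUS-induced yeast toxicity. Cells at OD 0.005 in galactose (2%) minimal medium; compounds tested in a dilution series; CP55940 titration from 92uM final as control.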
EPAC1 antag = antagonists of human EPAC1; Potency, µM (series often up to 115 µM), for inactives: at the highest dose activity change, negative = inhibition, most hits filed as inhibitors; EPAC1 GEF assay, Rap1b-BODIPY-GDP exchange fluorescence; 360,000 tested, 0.14% active; O95398;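 note: plate controls were vehicle for no effect and positive control for full effect; nearly all actives have a fitted effect of over 50% in size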
Target sequence (O95398 whole entry, looked up): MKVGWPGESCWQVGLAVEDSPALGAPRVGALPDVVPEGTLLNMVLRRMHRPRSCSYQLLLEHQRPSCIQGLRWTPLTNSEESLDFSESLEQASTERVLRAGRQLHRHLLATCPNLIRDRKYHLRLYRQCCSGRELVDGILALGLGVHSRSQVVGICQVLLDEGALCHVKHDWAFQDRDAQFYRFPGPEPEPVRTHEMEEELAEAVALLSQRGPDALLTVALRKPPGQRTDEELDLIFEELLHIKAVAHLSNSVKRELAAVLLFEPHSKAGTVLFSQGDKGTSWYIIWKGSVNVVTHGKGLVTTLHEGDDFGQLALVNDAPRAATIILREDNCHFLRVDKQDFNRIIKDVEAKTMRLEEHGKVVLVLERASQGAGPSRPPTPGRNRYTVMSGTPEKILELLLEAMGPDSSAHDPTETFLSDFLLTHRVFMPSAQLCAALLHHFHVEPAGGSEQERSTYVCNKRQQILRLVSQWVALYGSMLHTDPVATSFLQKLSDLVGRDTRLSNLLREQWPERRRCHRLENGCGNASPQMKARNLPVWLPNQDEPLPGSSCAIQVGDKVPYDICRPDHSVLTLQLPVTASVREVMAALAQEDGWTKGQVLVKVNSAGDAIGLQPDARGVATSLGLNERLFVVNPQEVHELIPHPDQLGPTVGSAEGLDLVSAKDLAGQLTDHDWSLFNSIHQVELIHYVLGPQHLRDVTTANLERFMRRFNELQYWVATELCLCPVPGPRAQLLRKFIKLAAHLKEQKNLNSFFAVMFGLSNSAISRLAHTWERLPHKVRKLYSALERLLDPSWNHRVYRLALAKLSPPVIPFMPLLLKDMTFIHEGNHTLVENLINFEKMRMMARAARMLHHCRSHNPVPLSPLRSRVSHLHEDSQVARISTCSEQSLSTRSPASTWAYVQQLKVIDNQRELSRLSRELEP
EPAC2 antagonist = blocks human EPAC2 exchange factor | 360,000 tested, 0.18% active | EPAC2 GEF exchange of Rap1B-BODIPY-GDP, fluorescence | AID 720708 | Q8WZA2 | Potency, µM (series often up to 114 µM), for inactives: at the top dose activity, negative = inhibition, most hits filed as inhibitors; note: % is set by controls: 0 for no effect and ±100 for the full control effect; nearly all actives have a fitted effect of over 45% in size; many of its hits are not listed in these tables
TDP-43 yeast inh = rescues yeast growth from TDP-43 toxicity. TDP-43 expressing yeast growth rescue, BacTiter-Glo, 24 h. AID 652104. Potency, µM (series often up to 46.1 µM), for inactives: at the highest dose growth rescue (activation), hits mostly activators. 410,000 tested, 1.8% active; note: % of control where 0% means no effect; nearly all actives have a fitted effect of over 50% in size
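Growth rescue of TDP-43-toxic yeast measured as ATP luminescence (BacTiter-Glo). Cells grown to mid-log in raffinose, induced in galactose at OD600=0.02, exposed to compound 24 hr at 30 deg C.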
PTHR1 agonist = PTHR1 (human) receptor agonism; Q03431; HEK293 GP2 PTHR1 cells, GloSensor cAMP luminescence, 1 h; Potency, µM (series often up to 115 µM), inactives show at the highest dose activation, actives largely listed as activators; 410,000 tested, 0.075% active; note: nearly all actives have a fitted effect of over 55% in size; some results filed as inactive show a strong effect at the top dose; inactives centre near -15; many of its hits are not listed in these tables
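HEK-293-derived GP2 cells expressing PTHR1 and a GloSensor cAMP reporter, 3,000/well, plated overnight, given luciferin plus IBMX (each 0.5 mM as added) for 1 h at 37 °C, then compound for 1 h at 37 °C. Luminescence was read after 15 min at room temperature.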
EPAC1 agonist = activates human EPAC1 exchange factor. 360,000 tested, 0.073% active. EPAC1 agonist qHTS, biochemical assay; response scale: 100% = response to 6.5 mM cAMP. Potency, µM (doses to about 154 µM), for inactives: at the top dose activation, hits mostly activators. O95398; note: nearly all actives have a fitted effect of over 60% in size
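Normalized to 6.5 mM cAMP, activity reflects EPAC1-catalysed release of BODIPY-GDP from Rap1B, followed kinetically over 30 min at 480 nm excitation, 540 nm emission. Reaction contained 100 nM EPAC1, 250 nM Rap1B-BODIPY-GDP, 50 uM GDP.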
aSyn rescue = alpha-synuclein toxicity inhibition in yeast; Potency, µM (doses to about 46.1 µM), without a hit: at the top dose growth rescue (activation), actives largely listed as activators; 370,000 tested, 0.14% active; Yeast expressing alpha-synuclein, growth rescue, BacTiter-Glo, 24 h; note: % of control where 0% means no effect; nearly all actives have a fitted effect of over 65% in size
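Rescue of yeast growth: cells expressing toxic alpha-synuclein, induced in galactose at OD600 0.02, incubated with compound 24 h at 30 C. ATP luminescence quantified growth; inhibitors of toxicity appear as activators.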
* = called active by the depositor; i = inactive; ? = inconclusive; · = not tested or not shown; & = joins results of further samples; [ ] = dose if it differs, or a comment. Calls come from the whole dose curve; as a rule, active = well fitted curve in the direction sought with a large enough effect; inconclusive = small, poorly fitted or top-dose-only effect, or another doubt; inactive = no such curve, though single readings can be large; an effect the other way counts as inactive or inconclusive. Potency is the fitted concentration of half-maximal effect. A portion of the library; the hit share may differ from the screen's.

SMILES	EPAC2 ag	FUS suppressor	EPAC1 antag	EPAC2 antagonist	TDP-43 yeast inh	PTHR1 agonist	EPAC1 agonist	aSyn rescue
Cc1onc(-c2ccccc2)c1C(=O)NNC(=S)NC(=O)c1ccc2c(c1)OCO2	9%	1%	9%	-2%	-17%	i	4%	17%
O=S(=O)(NCc1ccc(F)cc1)c1ccc(-n2cnnn2)cc1	12%	-25%	-38%	0%	-1%	-20%	4%	-3%
Cc1ccc(-n2c(-c3ccc(Br)cc3)n[nH]c2=S)c(C)c1	8%	-17%	2%	-21%	18%	-30%	-6%	5%
Cc1ccc(Cc2c(C)nc3nc(SCC(=O)NCCN4CCOCC4)nn3c2C)cc1	10%	18%	-1%	-8%	-4%	2%	9%	-1%
COc1ccc(NC(=O)c2cc(C3CCCCN3C(=O)c3ccc(Cl)cc3)on2)c(C)c1 (centres undefined)	18%	?	-13%	10%	-9%	-34%[inhibitor]	4%	16%
CSC1=NCCN1S(=O)(=O)c1ccccc1	-1%	-10%	-5%	5%	12%	-24%	12%	1%
CCN(CC)S(=O)(=O)c1cc(NC(=O)CSc2nnc(N)s2)ccc1C	9%	8%	-13%	6%	-4%	-9%	10%	-7%
CN(C)S(=O)(=O)c1ccc(SCC(=O)Nc2cccc(S(=O)(=O)N3CCCC3)c2)nc1	11%	?	?	1%	-5%	-11%	4%	-2%
COc1ccc(-c2cc(C(=O)NC(C(=O)O)C(C)C)c(C)o2)cc1OC (centres undefined)	-13%	15%	9%	-2%	23%	i	-9%	3%
COc1ccc(C(CNCC(O)COc2c(C)ccc(C)c2C)N(C)C)cc1 (centres undefined)	-5%	-31%	16%	3%	5%	-68%[inhibitor]	-1%	0%

The final three compounds of the section before come first, to join the parts:
SMILES	EPAC2 ag	FUS suppressor	EPAC1 antag	EPAC2 antagonist	TDP-43 yeast inh	PTHR1 agonist	EPAC1 agonist	aSyn rescue
CN(C)S(=O)(=O)c1ccc(SCC(=O)Nc2cccc(S(=O)(=O)N3CCCC3)c2)nc1	11%	?	?	1%	-5%	-11%	4%	-2%
COc1ccc(-c2cc(C(=O)NC(C(=O)O)C(C)C)c(C)o2)cc1OC (centres undefined)	-13%	15%	9%	-2%	23%	i	-9%	3%
COc1ccc(C(CNCC(O)COc2c(C)ccc(C)c2C)N(C)C)cc1 (centres undefined)	-5%	-31%	16%	3%	5%	-68%[inhibitor]	-1%	0%
CCc1ccc(C(=O)CN2C(=O)NC3(CCOc4ccccc43)C2=O)s1 (centres undefined)	13%	?	7%	-11%	-13%	-28%	-5%	-2%[1.84 µM]
O=C(N/N=C/c1ccc2c(c1)OCO2)c1ccc2c(c1)OCCO2	12%	-13%	-4%	25%	-11%	-5%	-4%	1%
Cc1ccnc2nc(C(=O)OCC(=O)Nc3ccccc3C(C)(C)C)nn12	7%	-33%	-6%	-1%	4%	i	13%	2%
Cn1nccc1C(=O)Nc1cc(Cl)ccc1Cl	15%	-1%	4%	3%	17%	-17%	5%	-9%
CCOC(=O)Cc1cc(=O)c2c(=O)n(-c3ccccc3)[nH]c2[nH]1	-2%	?	11%	20%	2%	i	2%	1%
Cn1c(-c2ccccc2)cccc1=O	5%	7%	2%	14%	-8%	-8%[57.5 µM]	-1%	-8%
Cc1ccc(-c2nc(N/N=C/c3ccccc3[N+](=O)[O-])c3ccccc3n2)cc1	11%	-11%	-3%	0%	-7%	-32%[inhibitor]	6%	-2%
O=C(NNC(=O)c1ccccc1OCc1ccccc1)c1ccccc1O	-8%	-10%	-3%	-5%	10%	-2%	-7%	5%
COC(=O)C1=C(O)/C(=C\c2sccc2C)N=C1C	13%	·	-28%	-5%	7%	i	0%	1%
CC(CNC(=O)c1ccc(Br)o1)NC(=O)c1ccc(Br)o1 (centres undefined)	7%	15%	10%	5%	4%	-2%[57.5 µM]	2%	-2%
OC(c1cccc(Cl)c1)c1nc(-c2ccc(F)c(Cl)c2)cs1 (centres undefined)	9%	18%	-25%	-16%	-56%[inhibitor]	-25%	7%	?
O=C(NNc1nc2c(F)cccc2s1)c1cc(=O)c2ccccc2o1	5%	4%	?	0%	?	i	1%	-3%
Cc1nc(-c2ccc(S(=O)(=O)N3CCN(CCc4ccccc4)CC3)s2)cs1	5%	10%	3%	-9%	2%	-20%	5%	4%
O=C(NCc1ccccc1Cl)c1cnccn1	4%	-9%	9%	10%	3%	11%[57.5 µM]	-1%	-10%
CC(=O)Nc1nnc(SCC(=O)Nc2nc(C)cs2)s1	2%	·	9%	-1%	0%	i	-2%	2%
CCOc1ccc(C2=NNC(c3cccs3)=Nc3ccc(OC)cc32)cc1OCC	-20%	?	13%	13%	-15%	-4%[57.5 µM]	6%	-6%
O=C(O)CNC(=O)CCn1nnc2ccccc2c1=O	-1%	-11%	8%	3%	5%	-31%[inhibitor]	-4%	-3%
COC(=O)COc1cccc(/C=N/NC(=O)CCSc2ccccc2)c1	8%	19%	-16%	-1%	9%[9.22 µM]	-15%	4%	1%
CN(C)S(=O)(=O)c1cccc(NC(=O)Cn2cnc3ccccc3c2=O)c1	9%	-14%	7%	0%	-7%	i	7%	10%
CCC(C)Sc1nc2c(c(=O)n1C)SC(C)C2 (centres undefined)	3%	-15%	-5%	-13%	18µM*	-19%	-7%	-15%
CC(C)=CCn1c2ccc(NC(=S)NC3CC3)cc2c(=O)n1C	0%	-8%	-3%	-2%	20%	-3%	4%	0%
O=C1NC(=S)S/C1=C\c1coc2ccc(O)cc2c1=O	-5%	2%	56µM*	35µM*	3%	i	2%	8%
CC(Sc1nc2ccccc2s1)C(=O)N1CCOCC1 (centres undefined)	-5%	-11%	10%	19%	13%	i	-2%	4%
N=c1c2c3c(sc2ncn1Cc1ccccc1)CCCC3	-9%	·	8%	20%	-1%	i	0%	-1%
N#CCCN(C(=O)COC(=O)c1cc(=O)c2ccccc2o1)c1ccccc1	6%	·	4%	2%	1%	-8%	0%	-1%
CC1CN(CCOc2ccc([N+](=O)[O-])cc2)CC(C)O1 (centres undefined)	10%	-13%	-8%	2%	5%	i	1%	0%
O=C(NCc1ccccn1)C(=O)C1C(=O)Nc2ccccc21 (centres undefined)	2%	9%	-26%	3%	-43%[inhibitor]	-20%	3%	12%
Cc1ccc2nc(-c3ccccn3)c(Nc3ccccc3C)n2c1	17%	31%&15%	?	-24%	-25%&9%	-6%&-93%	4%	-6%
O=C(c1ccccc1Oc1nnnn1-c1ccccc1)N1CCOCC1	2%	24%	-4%	-10%	-2%	2%	2%	-1%
COc1ccc(C(=O)Nc2cccc(/C=C(\CCC(=O)O)c3nc4ccccc4s3)c2)cc1	-2%	?	56µM*	32%[activator]	?	-9%	-4%	4%
C=C(C1=CCN(S(=O)C(C)(C)C)[C@H]1CCO)c1ccccc1 (some centres undefined)	7%	8%	-13%	12%	-2%	-9%	-7%	10%
Cc1ccc(N=Nc2ccc(O)c(/C=N\NC(=O)c3ccc(N)cc3)c2)cc1C	6%	1.1µM*	15%	3%	-19%	-33%[inhibitor]	-4%	-1%
COc1ccc(CNC(=S)Nc2ccc(F)c(Cl)c2)cc1OC	20%	12%	?	-13%	21%	-66%[inhibitor]	8%	-6%
CC(C)c1ccc(NC(=O)CSc2nc(-c3ccccc3F)nc3nc[nH]c23)cc1	0%	14%	22%	-6%	10%	-36%[inhibitor]	-16%	-2%
O=C(NCc1cccnc1)c1c(O)c2cccc3c2n(c1=O)CCC3	23%	7%	-20%	-5%	-39%[inhibitor]	-55%[inhibitor]	4%	8%
CCOc1ccc(/C=N/NC(=O)c2cccc3ccccc23)c(OCC)c1	0%	4%	-16%	13%	-17%	-4%	-11%	7%
COCCCNC(=S)N1CCC(NC(=O)Nc2ccc(C)cc2)CC1	3%	10%	-13%	-2%	25%	-6%	-1%	-3%
Cc1noc(C)c1COc1ccc(C(=O)N2CCN(c3cccc(Cl)c3)CC2)cc1	0%	4%	-11%	-17%	22µM*	-37%	7%	10%
COc1ccccc1CNC(=O)c1ccc(NS(=O)(=O)c2c(C)noc2C)cc1	2%	32%	1%	-3%	-3%	i	7%	-9%
CC1(C)CC(=O)C(C2C3=C(CC(C)(C)CC3=O)OC3=C2C(=O)CC(C)(C)C3)=C(O)C1	14%	-14%	12%	-3%	16%	0%	10%	-7%
CCSc1ccc([C@@H]2[C@@H]3C(=O)N(C)C(=O)[C@@H]3[C@]3(C(=O)OC)CCCCN23)cc1	0%	38%	?	-5%	18%	i	-14%	7%
CC1(C(=O)Nc2cccc3ccccc23)CCN1C(=O)C1(c2ccccc2)CCCC1 (centres undefined)	6%	?	-3%	-2%	1%	i	-7%	15%
CCS(=O)(=O)NC(C)C(c1cccs1)N1CCN(c2ccc(F)cc2)CC1 (centres undefined)	0%	-31%	3%	-21%	15%	-78%[inhibitor]	-4%	1%
Cc1cccc(NC(=O)c2nc[nH]c2C(=O)N[C@@H](Cc2ccccc2)C(=O)OCc2ccccc2)c1	-8%	?	-6%	-13%	16%	i	-1%	11%
CN(C)c1nc(NCc2ccccc2)nc(N/N=C/c2ccc(Cl)cc2Cl)n1	-5%	1%	9%	5%	-2%	i	0%	-9%
CCOc1cc(C2C(C(=O)O)c3cc(OCC)c(OCC)cc3C(=O)N2C)ccc1O (centres undefined)	-10%	13%	0%	2%	8%	-2%	-4%	1%
Cn1ncc(Br)c1C(=O)NC(=S)N1CCN(c2ccccn2)CC1	-5%	3%	5%	5%	-1%	-21%	-6%	-1%
Cc1nc2ccccc2nc1N1CCC(C)CC1	-2%	3%	-10%	-2%	-2%	i	0%	5%
COc1cc(OC)cc(C(C(=O)NC2CCCCC2)N(C(=O)c2ccno2)c2ccccc2)c1 (centres undefined)	0%	-1%	-22%	-6%	3%	i	5%	2%
COC(=O)c1ccccc1NC(=O)CN(c1ccc(C)cc1)S(C)(=O)=O	17%	-2%	-2%	-8%	11%	-95%[inhibitor]	9%	6%
CCSc1nnc(NC(=O)NC(CC)(C(F)(F)F)C(F)(F)F)s1	0%[15.6 µM]	-7%	-10%	-15%	-3%	-28%[57.5 µM]	-22%	4%
COc1ccc(OC)c(NC(=O)COc2ccc(S(=O)(=O)NC(C)C)cc2)c1	15%	-9%	-2%	-7%	1%	i	13%	11%
CN(C(=O)Cn1cc(C#N)c2ccccc21)c1ccccc1	6%	22%	3%	-2%	-8%	i	10%	-11%
